Compound activity deposited in PubChem BioAssay by The Scripps Research Institute Molecular Screening Center.
TEAD-YAP inh: TEAD-YAP interaction inhibition. HEK-TIYL cells, TEAD-Gal4/YAP UAS-luciferase luminescence. inhibition, % at 9.12 µM. actives 1.4% (n = 640,000). AID 1259422; in the data active = inhibition above about 32%;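 note: 0% = median of test compound wells and 100% = reference inhibitor wells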
MITF primary: blocks human microphthalmia-associated transcription factor; O75030; AlphaScreen MITF homodimerization, bead proximity signal; inhibition, % at 2.6 µM; actives 0.91% (n = 650,000); in the data active = inhibition above about 50%;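 note: 0% = vehicle wells with protein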
Target sequence (O75030 whole entry, looked up): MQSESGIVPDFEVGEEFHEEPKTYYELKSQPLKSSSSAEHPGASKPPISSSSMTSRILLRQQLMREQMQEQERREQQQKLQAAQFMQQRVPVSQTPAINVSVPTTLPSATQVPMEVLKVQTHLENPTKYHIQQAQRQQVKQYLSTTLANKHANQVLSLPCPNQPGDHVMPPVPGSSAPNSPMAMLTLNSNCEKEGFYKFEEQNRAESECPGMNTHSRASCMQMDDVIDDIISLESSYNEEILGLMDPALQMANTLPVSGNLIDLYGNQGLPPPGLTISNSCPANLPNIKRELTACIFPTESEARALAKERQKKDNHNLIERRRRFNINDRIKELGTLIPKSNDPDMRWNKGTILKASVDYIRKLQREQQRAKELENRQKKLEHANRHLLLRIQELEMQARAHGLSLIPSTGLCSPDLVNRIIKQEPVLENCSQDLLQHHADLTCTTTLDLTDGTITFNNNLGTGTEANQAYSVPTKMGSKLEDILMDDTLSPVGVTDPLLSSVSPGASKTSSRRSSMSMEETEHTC
GPR151 ag: activators of human GPR151; PathHunter beta-arrestin GPR151 cells, luminescence; activation, % at 11.2 µM; actives 1% (n = 650,000); in the data active = activation above about 4.9%;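 note: 0% = median of compound wells and 100% = cells with positive control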
Target sequence (Q8TDV0 whole entry, looked up): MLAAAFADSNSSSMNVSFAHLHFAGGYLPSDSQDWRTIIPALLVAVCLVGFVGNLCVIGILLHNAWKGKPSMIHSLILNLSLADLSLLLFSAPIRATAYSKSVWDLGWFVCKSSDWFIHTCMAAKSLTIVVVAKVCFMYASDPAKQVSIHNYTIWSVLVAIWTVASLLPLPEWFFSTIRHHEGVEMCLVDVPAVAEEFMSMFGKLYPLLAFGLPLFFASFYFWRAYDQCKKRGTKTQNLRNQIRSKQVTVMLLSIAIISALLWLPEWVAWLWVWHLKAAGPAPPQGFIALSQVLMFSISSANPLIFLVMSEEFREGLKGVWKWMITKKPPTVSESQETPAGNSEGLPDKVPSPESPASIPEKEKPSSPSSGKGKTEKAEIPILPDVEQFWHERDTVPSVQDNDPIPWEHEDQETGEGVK
FBW7 activator: human FBW7 E3 ligase activation, primary screen | AlphaScreen FBW7–phospho-cyclin E peptide binding, activator screen | normalized activity (activation), % at 26.1 µM | actives 0.13% (n = 650,000); in the data active = normalized activity above about 1.9%;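 note: purified mutant Fbw7 with reduced substrate affinity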
Active calls of the source: *.

Molecule,MITF primary,TEAD-YAP inh,FBW7 activator,GPR151 ag
CC1(C)CC(=O)C2=C(C1)N(c1ccccc1C#N)C1=C(C(=O)CC(C)(C)C1)C2c1ccc(F)cc1,13.4,11.6,0.2,-0.4
Cc1ccc(CS(=O)Cc2ccc(C(=O)NCCN3CCCC3)o2)cc1 (centres undefined),5.2,6.4,0.4,-0.1
O=C(NC1CCCCC1)c1cccc(C(=O)NC2CCCCC2)n1,10.8,-8.3,1.1,-0.1
CCOc1ccc(S(=O)(=O)Nc2nc3ccccc3nc2OC(C)C)cc1,1.2,-1.3,0.1,-0.7
Cc1nc2c(c(C)nn2C(C)(C)C)c(C)c1CCC(=O)NCc1cccnc1,4.5,-7.7,-0.1,-0.5
COc1ccc(-c2nc(-c3ccccc3)c(-c3ccc(F)cc3)[nH]2)cc1O,11.0,-21.9,-0.2,-0.5
O=C(Nc1ccc([N+](=O)[O-])cc1)c1cncc(Br)c1,4.0,-2.9,0.0,2.6
CCCc1noc(CN2CCC(Cc3ccccc3F)CC2)n1,-2.3,-3.7,0.0,1.3
CC(C)(C)c1ccc2c(c1)OCCOCCOCCOc1ccc(C(C)(C)C)cc1OCCOCCOCCO2,6.5,4.7,0.2,-0.4
O=C(Nc1cccnc1Cl)c1cc(-c2cccc(O)c2)on1,5.9,-32.4,0.0,0.0
CCOC(=O)c1ccc(NC(=O)C2C3CCCCC32)cc1 (centres undefined),-6.1,-58.8,0.0,0.0
CCc1ccc(OCC(=O)Nc2cc(-c3nc4ncccc4o3)ccc2Cl)cc1,6.9,-4.3,-0.1,0.2
O=C(CC(=O)Nc1ccc2nc3n(c(=O)c2c1)CCCCC3)Nc1ccc(F)c(Cl)c1,2.5,1.1,0.3,-0.5
O=C(/C=C/c1c(F)cccc1Cl)NCc1ccco1,4.2,-30.0,0.7,-0.4
Cc1ccccc1N1C(=O)c2ccc(C(=O)OCC(=O)N3C(C)CCCC3C)cc2C1=O (centres undefined),8.2,5.8,0.9,-0.3
COc1cc(-c2nc3ccccc3c(=O)n2NC(=O)c2cccc(Cl)c2)cc(OC)c1OC,-6.4,2.5,0.1,1.0
CCCC(=O)Oc1ccc(C(=O)OC)cc1,15.9,-7.1,0.1,1.8
C=CCOC(=O)/C(=C/c1cccc([N+](=O)[O-])c1)NC(=O)c1ccc(C)cc1,-3.1,-48.2,-0.2,-0.2
C=CCn1c(SCc2ccc(C)cc2)nc2cc(C(=O)N3CCC(C(N)=O)CC3)ccc2c1=O,8.9,-0.5,-0.1,-0.1
CCOc1cccc2cc(C(=O)Nc3cc(C)on3)c(=O)oc12,13.8,5.9,0.2,-0.2
Cc1cc2cc(C#N)c(NCCCNC(=O)c3cnccn3)nc2cc1C,-3.8,-10.1,-0.1,-0.3
COc1cc(Br)ccc1OCC(=O)N/N=C/c1ccc(C(=O)O)cc1,-3.7,1.4,0.0,0.5
CCOC(=O)C1=C(C)N=c2s/c(=C\c3ccc(-c4cccc(C(=O)O)c4)o3)c(=O)n2C1c1c(OC)ccc2ccccc12 (centres undefined),8.3,1.3,0.1,-0.7
COc1ccc(OC)c(S(=O)(=O)NC(N)=NCCc2c[nH]c3ccccc23)c1,0.7,0.8,-0.1,0.0
COC(=O)C1=NN(c2ccc(C)cc2)C2C(=O)N(c3ccc(Cl)cc3)C(=O)C12 (centres undefined),7.7,-15.6,-0.1,1.3
Cc1c(C(=O)NCCCN2CCOCC2)oc2ccc3c(c12)C(=O)CC1(CCCCC1)O3,-2.7,-6.1,0.0,-0.8
COc1ccc(-c2nnc3ccc(SCC(=O)NCc4ccco4)nn23)cc1OC,1.5,-12.7,-0.1,0.0
COc1ccc(C(=O)COC(=O)C(NC(=O)c2ccc(Cl)cc2)C(C)C)cc1 (centres undefined),0.1,9.2,0.2,1.2
Cc1ccc(-n2c(=S)sc3c(=O)n(-c4ccccc4)c(SCC(=O)NC4CCCC4)nc32)cc1C,-2.5,3.0,0.0,0.4
Cc1ccc(-c2nc(C=Nc3ccc(O)cc3)c(O)o2)cc1,6.0,-15.5,0.0,2.1
CCOc1ccc(NC(=O)CSc2cn(CCNC(=O)c3ccccc3OC)c3ccccc23)cc1,-2.0,11.4,-0.2,-0.2
O=c1[nH]c(=O)c2nc3nn(-c4ccccc4)nc3nc2[nH]1,3.7,-4.9,0.0,-0.4
CC(C(=O)NCc1ccccc1Cl)c1ccc([N+](=O)[O-])cc1 (centres undefined),3.7,9.2,1.1,-1.1
COC(=O)c1cc(S(=O)(=O)NC2CCN(Cc3ccccc3)CC2)c[nH]1,-1.0,12.5,0.0,-0.6
O=C(Nc1ccc2oc(-c3cccc(Cl)c3)nc2c1)c1ccccc1F,-2.2,-18.0,-0.1,-0.5
CCC(C)NC(=O)C1CCC(CNS(=O)(=O)c2cccc3cccnc23)CC1 (centres undefined),9.9,-2.0,-0.2,0.5
Cc1cc(C)c2oc(-c3ccc(NC(=S)NC(=O)c4ccco4)cc3)nc2c1,10.2,-6.4,0.2,1.0
CC[n+]1c(C)sc2[nH]c3ccccc3c21,2.2,9.8,0.1,3.6
Cc1nc2ccccn2c1-c1csc(NCc2ccccc2)n1,17.5,26.1,0.8,-0.2
c1csc(-c2cnc3c(NCCc4ccncc4)nccn23)c1,-18.4,16.9,-0.1,-0.4
O=C(c1ccc(-c2ccccc2)cc1)N1CCN(Cc2ccc3c(c2)OCO3)CC1,-7.7,9.8,0.1,2.1
CC(C)n1c(Nc2ncccn2)nc2c(NCc3ccccc3)ncnc21,-0.2,0.4,0.5,-1.2
C=CCN1C(=O)C(C(=O)O)C(=O)c2ccccc21 (centres undefined),-1.3,3.2,0.1,0.7
O=C(OCC(=O)c1cccs1)c1cc(=O)c2ccccc2o1,23.7,5.3,0.6,-2.0
COc1cc(/C=N/NC(=O)COc2ccc(Cl)cc2Br)ccc1O,13.2,5.8,0.0,0.0
COc1ccc(Nc2cc(C(=O)NCc3ccco3)c3ccccc3n2)cc1,-0.1,18.8,0.0,0.0
CCCCC/C(=N\NC(=O)c1cccnc1)c1ccccc1,-3.0,3.8,-0.1,-0.9
COc1cccc(CC(=O)N2CCCC(c3ccnc4nc(C(F)(F)F)nn34)C2)c1 (centres undefined),5.0,6.2,-0.1,0.7
CCN(CC)C(=O)C1CCCN(c2cccc(C(=O)NCc3cccc(C(F)(F)F)c3)c2)C1 (centres undefined),-0.2,11.1,0.0,1.7
COCC(=O)Nc1nnc(-c2ccc(OC)cc2)s1,23.0,-48.6,0.2,-2.5

The list goes on:
Molecule,MITF primary,TEAD-YAP inh,FBW7 activator,GPR151 ag
COC(=O)Cn1/c(=N/S(=O)(=O)c2ccccc2)sc2cc(OC)ccc21,2.9,9.0,0.0,-0.1
NC(C(=O)N1CCCN(C(=O)c2ccc3[nH]ncc3c2)CC1)c1ccc(Cl)cc1 (centres undefined),8.1,3.1,-0.1,-1.2
CC1CCN(S(=O)(=O)c2ccc(NC(=O)Cc3c(F)cccc3Cl)cc2)CC1,-3.7,2.7,0.0,1.6
c1ccc(-c2nc(NC3CC3)cc(-c3ccncc3)n2)nc1,16.2,31.8,-0.8,-0.2
COC(=O)CN(c1cccc([N+](=O)[O-])c1)S(=O)(=O)c1ccccc1,8.0,2.8,0.1,1.4
Cc1nnc2sc(-c3ccc(NC(=O)COc4ccc(Br)cc4)cc3)nn12,16.3,7.0,0.1,-0.2
C=CCNC(=O)N1CCC(n2nccc2NC(=O)Nc2cccc(F)c2)CC1,-6.9,-9.4,-0.2,-0.2
Cn1c2c(c(=O)n(C)c1=O)C(c1ccc(O)cc1)C1=C(CCCC1=O)N2 (centres undefined),20.2,-1.9,-0.1,1.6
CCCS(=O)(=O)N1CCN(C(=O)Cc2ccccc2)CC1,-4.9,-0.8,0.2,1.2
NC(=O)c1ccc(-c2nc(NCCO)c3ncn(Cc4ccc(C(F)(F)F)cc4)c3n2)cc1,13.9,3.4,0.0,0.9
COc1cc(SC)ccc1C(=O)Nc1ccc(S(N)(=O)=O)cc1,5.2,-3.5,0.1,0.8
Cc1ccc(CN2CCN(Cc3nc4c(s3)CCCC4)CC2CCO)cc1 (centres undefined),9.1,6.5,0.0,0.6
Cc1ccc(CNC(=O)c2cc(COc3ccc4ncccc4c3)on2)o1,7.2,21.6,-0.1,1.1
CNC(=O)CSc1nnnn1-c1cccc(OC)c1,-3.1,-3.4,0.0,-0.5
COc1ccccc1NC(=O)CSc1nc(O)c(NC(C)=O)c(=O)[nH]1,-2.2,1.0,-0.4,1.2
CCc1nnc(NC(=O)c2sc3nc4cc(C)cc(C)c4cc3c2N)s1,21.3,2.8,0.0,-0.1
CCN(CC)C(=O)c1ccc([N+](=O)[O-])cc1,4.6,-0.2,-0.1,0.1
O=C(NCCc1ccccc1)c1nn2c(C(F)(F)F)cc(-c3ccc(Br)cc3)nc2c1Cl,9.5,0.2,0.0,0.4
CC1(C)CC(=O)C2=C(C1)Nc1ccccc1NC2c1ccc(C(F)(F)F)cc1 (centres undefined),-12.3,6.6,0.0,-0.7
O=C1NC(=O)/C(=C/c2cc(Br)c(O)c(Br)c2)S1,-18.8,-4.7,0.1,-0.6
CCOc1cc(/C=C2/NC(=O)N(CC(=O)Nc3cccc(C)c3)C2=O)ccc1O,6.3,-2.2,-0.2,0.0
Fc1ccc(CN2CCC(c3nc(-c4cccnc4)n[nH]3)CC2)cc1,-1.3,1.7,0.3,1.4
O=C(N/N=C\c1cccnc1)c1ccc(Br)cc1,0.2,-9.5,0.0,1.0
CCCc1nn(CC(=O)N2CCC(C(N)=O)CC2)c(=O)c2cc3ccsc3n12,16.4,9.6,0.2,0.3
O=C(c1ccc(F)cc1)N1CCN(c2ccc([N+](=O)[O-])c(NCCc3ccccc3)c2)CC1,-1.3,-4.0,0.1,-0.9
Cc1nn(C)c(C)c1-c1cc(NCCO)ncn1,17.9,3.5,0.4,-1.3
COC(=O)C1=CN(Cc2ccc(OC)cc2)C=C(C(=O)OC)C1c1cc(OC)c(OC)cc1OC,-8.1,-16.4,0.1,1.8
OCCN(CC#CC(O)(c1ccccc1)c1cccc(F)c1)CCO (centres undefined),-3.8,-0.2,0.2,0.4
Cc1ccc(F)cc1NC(=O)N[C@H]1C[C@H]2C(=O)N[C@H](CC(C)C)C(=O)N2C1,-7.7,-4.2,0.1,-1.1
C=CCNC(=O)C1CC1(c1ccccc1)c1ccccc1 (centres undefined),-6.5,-11.2,0.0,0.1
FC(F)(F)c1cccc(Nc2nccn3c(-c4ccc(N5CCOCC5)cc4)cnc23)c1,9.3,9.7,0.1,-0.5
CC(C)=CC(=O)Nc1nnc(Cc2ccccc2)s1,84.1*,-3.3,-0.4,-0.8
CCCCCNc1nc(OC(C(F)(F)F)C(F)(F)F)nc(OC(C(F)(F)F)C(F)(F)F)n1,8.5,11.5,0.6,0.5
CCCc1ccc(Oc2c(C)oc3c(C)c(O)ccc3c2=O)cc1,-15.2,-7.1,0.2,-0.8
O=C(Nc1cccc(Cl)c1)c1ccc2c(=O)n(C3CCCCC3)c(=S)[nH]c2c1,18.8,8.3,0.1,-0.3
COC(=O)C1C(c2ccc(OC)c(OC)c2)c2c([nH][nH]c2=O)CC1(C)O (centres undefined),4.9,-4.7,-0.1,-0.5
COc1ccc(C2OC(=O)C(C)=C(O)C2(C)C)cc1OC (centres undefined),10.9,11.8,0.5,-1.3
CCOC(=O)C1CCCN(c2nc3cc(OC)ccc3cc2CNC2CCC(O)CC2)C1 (centres undefined),4.5,5.8,0.0,1.4
COc1cccc(OC)c1C(=O)N=c1sc2ccccc2n1C,-4.0,-0.8,0.1,0.1
CCC1(CC)NC(=S)N(c2ccc(C)cc2)N1,4.4,-17.4,0.1,3.2

Structures above that contain a thiophene ring, fused or not:
Molecule,MITF primary,TEAD-YAP inh,FBW7 activator,GPR151 ag
c1csc(-c2cnc3c(NCCc4ccncc4)nccn23)c1,-18.4,16.9,-0.1,-0.4
O=C(OCC(=O)c1cccs1)c1cc(=O)c2ccccc2o1,23.7,5.3,0.6,-2.0
CCc1nnc(NC(=O)c2sc3nc4cc(C)cc(C)c4cc3c2N)s1,21.3,2.8,0.0,-0.1
CCCc1nn(CC(=O)N2CCC(C(N)=O)CC2)c(=O)c2cc3ccsc3n12,16.4,9.6,0.2,0.3

The list goes on:
Molecule,MITF primary,TEAD-YAP inh,FBW7 activator,GPR151 ag
Cc1cnc(C)c(-c2ccc3c(c2)CC(CNC(=O)c2cc(C)nc4ccccc24)O3)n1 (centres undefined),-6.9,-6.3,-0.1,0.4
CCn1cc(CC(=O)NCCc2ccc(OC)c(OC)c2)c2ccccc21,2.9,0.9,-0.1,-0.2
COC(=O)CCCNC(=O)CC1C(=O)NCCN1Cc1c(F)cccc1Cl (centres undefined),6.3,-9.2,0.0,0.8
COc1ccc(C(=O)N/N=C(/C)c2ccc3ccccc3c2)cc1,-1.5,-32.1,-0.1,0.4
CC1CCCCN1C(=O)CSc1nnc2c(n1)[nH]c1ccc(Cl)cc12 (centres undefined),10.3,-10.9,0.2,-0.6
CCOC(=O)c1nnc(-c2ccccc2)nc1N1CCSCC1,-6.4,-5.2,-0.1,4.2
O=C(O)C(CO)NS(=O)(=O)Cc1ccccc1 (centres undefined),-2.0,3.2,0.0,1.6
